Screening data: PubChem, several laboratories
Yfh1-off respiration – enhancers of respiration in Yfh1-depleted yeast, dose response, Friedreich's ataxia, plus single-dose screen (AID 1465). S. cerevisiae Yfh1-off respiration, WST-1 reduction, 72 h; higher fold induction means a stronger effect. fold induction at 50 µM; hits with a dose series show EC50 in µM. 220,000 compounds, 0.074% hits;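 active = fold induction of absorbance versus untreated yeast above a set limit, then at least 30% activation at any dose in follow-up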;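 note: activators that raise dye reduction in frataxin-depleted yeast; strong numbers were not always called active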
b-catenin transl – modulators of beta-catenin nuclear translocation, primary screen, imaging, HeLa cells, immunofluorescence, high-content; nuclear translocation activity, % at 5 µM; 190,000 compounds, 0.3% hits; AID 1665, 2009;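 active = nuclear translocation activity above 50% at 5 µM, with a well cell count of 50 or more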;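 note: per-cell ratio of nuclear to cytoplasmic median beta-catenin stain intensity; plate controls were DMSO negative control for no effect and GSK-3 inhibitor IX positive control for full effect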
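Signal – beta-catenin immunofluorescence imaging with DAPI · Test system – human HeLa cell line · Dosing – 5 µM primary single dose, 0.1% DMSO, 0.02–20 µM confirmation series · Measure – % activation, nuclear-to-cytoplasmic median beta-catenin signal ratio per cell · Incubation – 24 h compound exposure at 37°C, 5% CO2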
P. falciparum M1AAP – P. falciparum M1AAP inhibitors, biochemical, fluorogenic H-Leu-NHMec substrate, 1536-well (AID 1445); Aminopeptidase N (Plasmodium falciparum (isolate 3D7)); recombinant M1AAP, H-Leu-NHMec fluorogenic kinetic assay; higher % means a stronger effect; one-dose inhibition, % at 30 µM; IC50 in µM for titrated hits; 220,000 compounds, 0.42% hits;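 active = primary inhibition above the hit cutoff, then over 50% inhibition at one or more dose response concentrations, cut at about 23% in these data, passing the limit was not always enough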;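 note: plate controls were DMSO full reaction for no effect and no enzyme background for full effect; strong numbers were not always called active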
WT yeast gro inh – growth inhibition of WT strain, primary screen, mitochondrial fusion inhibitor project, WT and mutant strains, chemical genetic | mitochondrial fusion phenotypic screen | AID 1362, 2008 | 190,000 compounds, 2.1% hits | inhibition, % at 10 µM; in the data active = inhibition above about 58%; tested in S. cerevisiae
T cell modulator – modulators of CD8 T cell-vesicle binding, primary screen, mouse 2C CD8+ T cells, flow cytometry. 330,000 compounds, 0.068% hits. 2C CD8+ T cell-vesicle binding; hits give low values. AID 2052, 2009. calls only at 7 µM;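 active = response, share of CD8 T cells binding vesicles, and their 90th percentile fluorescence all below set limits, cut at about 80% in these data, passing the limit was not always enough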
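Test system: purified 2C TCR transgenic mouse naive CD8+ T cells. Probe or stimulus: QL9-peptide-loaded Drosophila micro-vesicles bearing Ld, ICAM-1 and B7-1. Incubation: binding step 1.5 h, 37 °C, antibody labelling 20 min, ice. Measured by: flow cytometry of vesicle-bound cells.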
MT stabilize HCS – microtubule stabilizers in HeLa cells, primary screen, imaging, high-content imaging; HeLa tubulin immunostaining HCS, 24 h; share of cells brighter than vehicle mean+2SD; % tubulin-high responders, % at 10 µM; 200,000 compounds, 0.83% hits; AID 2205, 2009;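 active = plate Z-score above 3 for both tubulin-high and condensed-nucleus cell shares, with cell loss under 80%, at 10 µM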;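 note: anti alpha tubulin signal scored within the nucleus-defined area of each cell; some results filed as inactive read as strong as hits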
P. falciparum M17LAP – P. falciparum M17LAP inhibitors, primary screen, biochemical, fluorogenic H-Leu-NHMec substrate, 1536-well (AID 1619) | recombinant M17LAP, H-Leu-NHMec fluorogenic kinetic assay; higher % means a stronger effect | inhibition, % at 30 µM; hits with a dose series show IC50 in µM | 220,000 compounds, 0.38% hits | Leucine aminopeptidase (Plasmodium falciparum (isolate 3D7));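 active = compound inhibiting the enzyme by more than half at any dose during confirmatory dose-response retesting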;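 note: plate controls were full reaction with DMSO carrier for no effect and no enzyme background for full effect; strong numbers were not always called active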
Autophagy mod – autophagy modulators in MEF cells, primary screen, imaging, high-content, MEF GFP-LC3; MEF GFP-LC3 puncta imaging; test concentration mostly 10 µM; calls only at 10 µM (by protocol); 190,000 compounds, 0.98% hits; AID 463193, 2010;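 active = percentage of spot-positive cells more than 3 SD above its plate mean, without a fluorescence outlier flag or 80% toxicity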;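 note: spot-positive cell cutoff set from DMSO-treated cells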
Dynein cargo inh – inhibitors of GR-EGFP nuclear translocation, primary screen, dynein cargo transport inhibitor project, imaging, high-content, 3617.4 mouse cells | test concentration mostly 20 µM; stimulated with dexamethasone, 1 µM; hits give low values | z-score, hits read low | 220,000 compounds, 0.47% hits | AID 1381, 2008;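 active = plate z-score of nuclear minus cytoplasmic receptor signal below a set negative limit, without overly bright fluorescence or cell loss, cut at about -3.5 in these data, passing the limit was not always enough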;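 note: z-score of nuclear minus cytoplasmic ring GR-EGFP intensity difference per well; some compounds called inactive have numbers as strong as hits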
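Also added: dexamethasone, 1.0 µM final. Medium: tet-free, stripped-serum medium. Detection: fixed, Hoechst-stained cells imaged at 10x for EGFP. Read-out: nuclear-to-cytoplasmic GR-EGFP distribution per well. Times: induction 48 h, compound 1 h, agonist 30 min.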
WT yeast gro inh mutant strain – second read-out of WT yeast gro inh, no call of its own (marks repeat the call); inhibition, %; mitochondrial fusion phenotypic screen, mutant strain inhibition
Dynein cargo inh cytoplasmic EGFP – also measured in Dynein cargo inh; calls as there; z-score; measured here: cytoplasmic GR-EGFP intensity; hits give high values
Dynein cargo inh nuclear GR-EGFP – further read-out of Dynein cargo inh, marked with its call; z-score; measured here: nuclear GR-EGFP intensity;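 lower value marks the stronger effect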
Dynein cargo inh cell count – also measured in Dynein cargo inh; calls as there; z-score; measured here: cell count per field
b-catenin transl cell count 5 µM – further read-out of b-catenin transl, marked with its call; cell count; measured here: cell count, cytotoxicity flag
T cell modulator vesicle-bound % – further read-out of T cell modulator, marked with its call; double positive events, %; measured here: CD8+ vesicle-bound cell fraction;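 binding gate set so that unloaded-vesicle control wells show 10% double positive cells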
MT stabilize HCS Hoechst-high % – further read-out of MT stabilize HCS, marked with its call; % Hoechst-high responders; measured here: nuclear condensation Hoechst responders;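 share of cells brighter than vehicle mean plus two SD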
MT stabilize HCS cytotoxicity % – second read-out of MT stabilize HCS, no call of its own (marks repeat the call); toxicity, %; measured here: cytotoxicity by cell density;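 0% = mean cell density of plate MIN control wells and 100% = no cells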
Autophagy mod cell loss 18 h – also measured in Autophagy mod; calls as there; toxicity, %; measured here: cell loss, nuclei count;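 cell loss after 18 h compound exposure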
Active calls of the source: *; i = inactive; . = no result given. Random draw from the library; 4.4% or so of the library scored in one or more.

structure	Yfh1-off respiration	b-catenin transl	b-catenin transl cell count 5 µM	P. falciparum M1AAP	WT yeast gro inh	WT yeast gro inh mutant strain	T cell modulator	T cell modulator vesicle-bound %	MT stabilize HCS	MT stabilize HCS Hoechst-high %	MT stabilize HCS cytotoxicity %	P. falciparum M17LAP	Autophagy mod	Autophagy mod cell loss 18 h	Dynein cargo inh	Dynein cargo inh cytoplasmic EGFP	Dynein cargo inh nuclear GR-EGFP	Dynein cargo inh cell count
CC1=Nc2ccccc2/C1=C/c1sc(=S)n(-c2cccc(C(=O)O)c2)c1O	i	-5.5	1079	56µM*	7	17	.	.	5.0	3.4	5.7	40%	i	-16	0.41	-0.25	0.69	-1.1
COc1ccc(CCNC(=S)N(C)C)cc1OC	i	0.9	1265	9%	.	.	i	24	.	.	.	-3%	.	.	0.84	-0.044	0.42	0.066
O=S(=O)(Nc1ccc2c3c(cccc13)CC2)c1ccc(F)cc1	i	.	.	2%	-4	-30	i	35	3.3	2.8	11	6%	i	19	2.7	-0.13	1.1	-2.6
c1coc(CNc2nc3ccccc3n2CCN2CCOCC2)c1	i	-0.8	1132	1%	3	-27	i	10	2.0	0.9	18	-2%	i	5	1.5	0.68	1.3	0.95
NC1=NC2(CCCCC2)N=C(Nc2ccc(Br)cc2)N1	i	1.0	1046	-1%	20	9	i	46	6.3	1.3	0.7	0%	i	-9	0.71	-0.21	0.44	-0.52
COc1cccc(C2C(C(=O)c3cccs3)=C(O)C(=O)N2CCN(C)C)c1OC (stereo unspecified)	i	.	.	3%	-6	12	i	46	3.1	1.1	6.1	3%	i	2	-1	-0.19	-0.67	0.025
CCc1ccccc1NC(=O)Cn1nnc(C(=O)NCc2cccs2)c1N	i	0.7	1003	3%	-32	9	i	54	30*	16*	51*	-4%	i	1	0.096	-0.25	-0.2	0.41
Cc1cccn2c(CNCCSc3nccn3C)c(C(=O)N3CCCCC3)nc12	i	1.0	1309	1%	.	.	i	25	.	.	.	2%	.	.	0.63	-0.25	0.31	0.7
CC1=NN(C(=O)c2ccc(Br)cc2)C(O)(C(F)(F)OC(F)(F)F)C1 (stereo unspecified)	.	3.5	1370	13%	-5	14	i	25	2.2	1.2	2.3	4%	i	15	-0.57	-0.21	0.32	0.3
COc1cc(NC(=S)NCCSc2ccc(C)cc2)cc(OC)c1	i	1.9	954	2%	71*	51*	i	35	5.7	2.1	7.8	14%	i	-5	-0.026	-0.14	-0.11	-0.45
CCOc1ccc(-n2cnc3scc(-c4ccc(OC)c(OC)c4)c3c2=O)cc1	i	-0.2	1066	3%	3	-6	i	24	2.1	2.1	13	2%	i	10	-0.88	-0.29	-0.24	0.58
Cc1ccccc1C(=O)NC1CCN(C(=O)Nc2ccccc2Cl)CC1	i	-1.0	1016	1%	-4	-7	i	23	1.5	2.0	5.5	6%	i	-15	0.36	0.064	0.99	-1.4
Cn1cccc1CNC(=S)Nc1ccccc1F	i	-0.5	1064	4%	4	23	i	22	1.3	0.9	2.9	-1%	i	-3	-0.24	-0.15	0.02	0.4
COc1cc(/C=N/NC(=O)CCC(=O)NCc2ccccc2)cc(OC)c1OC	i	2.6	476	11%	-6	-14	i	18	5.9	3.0	9.8	17%	i	-4	1.1	-0.087	0.24	-0.71
CCn1c2ccccc2c2cc(/C=N/n3c(C)nnc3C)ccc21	i	22	773	20%	5	16	i	27	3.3	1.9	2.1	-8%	i	10	-1.1	-0.058	-0.68	1
COc1cccc(C(=O)NCc2ccccc2OC)c1	i	-5.7	996	0%	-13	-32	i	29	3.9	2.6	6.0	5%	i	2	0.26	-0.19	0.54	0.12
O=C(Nc1ccccc1)N(CCc1ccncc1)C1CCCCC1	i	.	.	.	21	12	i	36	2.8	2.5	5.1	.	i	-1	0.24	-0.12	0.35	-0.69
CCN1CCN(C(=O)C(C)N(c2ccc(C)cc2)S(C)(=O)=O)CC1 (stereo unspecified)	i	0.2	958	3%	3	7	i	24	4.9	2.4	6.5	3%	i	0	0.27	-0.24	0.47	-0.13
Nc1ccc(Nc2ccc([N+](=O)[O-])cc2[N+](=O)[O-])cc1	i	.	.	11%	1	-1	i	56	4.0	1.1	1.6	9%	i	-27	1.1	-0.31	0.57	-0.072
Cc1ccc(NC(=S)N(Cc2ccco2)C2CCN(C(C)C)CC2)cc1	i	-2.9	1123	0%	10	5	i	36	2.4	2.1	3.6	-12%	i	7	0.35	0.29	0.49	0.0079
Fc1ccc(CSc2nnc3ccccn23)c(Cl)c1	i	3.0	1026	0%	9	30	i	29	3.3	1.3	3.8	-7%	i	17	-0.24	-0.21	-0.4	0.45
Cc1cc(=O)c(C(=O)O)nn1-c1ccc(Cl)cc1	i	-0.8	1309	0%	.	.	i	41	.	.	.	-9%	.	.	0.44	-0.7	0.14	-0.71
Cc1cc(=O)oc2cc(OCc3ccc(C(=O)N4CCN(c5ccccc5)CC4)cc3)ccc12	i	.	.	0%	37	31	i	6	4.5	2.7	3.5	-88%	i	4	0.069	-0.22	-0.3	-0.75
COc1ccc(Cn2c(=S)[nH]c3ccccc32)cc1	i	0.5	1023	10%	8	16	i	52	2.7	2.1	8.1	1%	i	2	0.45	-0.21	0.95	-0.93
Cc1nc(NC(=O)/C=C/c2ccccc2)sc1C(=O)N(C)C	i	0.2	488	4%	-7	-13	i	39	4.3	2.6	3.7	26%	i	17	0.2	-0.28	0.83	-0.15
CCOc1nc(S(=O)(=O)c2ccc(C)cc2)c(Cl)s1	i	-2.4	953	-6%	8	8	i	17	2.0	1.7	9.5	4%	i	49	-0.77	-0.2	-0.22	-0.024
Cc1ccc(C(=O)C(C)OC(=O)c2cc3cc([N+](=O)[O-])ccc3oc2=O)cc1 (stereo unspecified)	i	-1.4	1057	14%	-5	-4	i	14	1.1	1.6	7.1	-23%	i	-4	-0.55	-0.27	-0.12	0.00066
CCC[C@@H]1C[C@@]1(CCC)[C@@H](NP(=O)(c1ccccc1)c1ccccc1)c1ccc(C(=O)OC)cc1	i	7.2	382	-2%	68*	-0.2*	i	22	3.3	2.7	8.9	8%	i	15	0.19	-0.32	0.38	0.66
O=C(Nc1cccc(C(F)(F)F)c1)c1cc2c(s1)-c1ccccc1OC2	i	2.5	1077	18%	2	-8	i	6	4.9	2.9	4.2	-4%	i	2	-1.3	-0.069	0.014	0.4
CCNc1nc(OC)nc(SCC(=O)Nc2ccccc2)n1	i	24	682	5%	10	15	i	24	13*	25*	33*	1%	i	17	0.12	-0.093	0.61	0.41
Cc1nn(-c2ccccc2)c(C)c1/C=C/C(=O)OC(C)C(=O)Nc1ncc(Cl)cc1Cl (stereo unspecified)	i	-1.0	1193	3%	8	-12	i	56	1.5	0.8	5.8	-13%	i	-11	-0.67	0.31	-0.2	1.3
NS(=O)(=O)c1ccc(CCNC(=O)COC(=O)/C=C/c2ccc(Cl)cc2)cc1	i	.	.	1%	-3	-13	i	19	2.3	1.3	4.5	5%	i	1	1	-0.25	0.76	-0.82
CCOc1ccc(/C=C/C(=O)c2c(O)c3ccccc3oc2=O)cc1	.	.	.	4%	-14	-5	i	4	3.7	2.3	5.8	-4%	i	1	-1.1	-0.18	-1	0.089
Cc1cc(NC(=O)COn2nnc3ccc(Cl)cc32)no1	i	-2.8	1243	12%	1	-2	i	25	1.9	2.4	13	14%	i	6	0.24	-0.2	0.56	0.99
CCC(C(=O)NC(C)(C)C)N(Cc1ccco1)C(=O)Cn1nnc(-c2ccc(F)cc2)n1 (stereo unspecified)	i	0.5	1018	5%	9	-7	i	51	2.8	1.3	0.6	-9%	i	6	-1.3	-0.34	-0.47	1.3
Cc1ccc(S(=O)(=O)N2CCN(S(=O)(=O)N3CCCCC3)CC2)c(C)c1	i	.	.	1%	2	-42	i	10	2.5	1.9	6.1	-5%	i	5	-0.33	1.5	0.23	1.8
Cc1ccccc1-n1c(=O)cc(N2CCC3(CC2)OCCO3)[nH]c1=O	i	-0.9	1199	5%	-2	1	.	.	4.3	2.7	6.5	-8%	i	6	0.059	-0.19	0.57	-1.7
